Source: PubChem (National Center for Advancing Translational Sciences (NCATS))
G9a block = G9a (human) methyltransferase inhibition; Q96KQ7; G9a H3K9 monomethylation, AlphaScreen, 2 h; Potency, µM (series often up to 102 µM), for the others: at the top dose activity, negative = inhibition, usual class: inhibitors; 8.8% of 350,000 active; AID 504332; also: % is scaled to controls: 0 for no effect and ±100 for the full control effect; nearly all actives have a fitted effect of over 75% in size
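G9a (20 nM) was preincubated 15 min with compound, then reacted 2 h at room temperature with 500 nM biotin-H3K9 peptide and 20 µM SAM. Monomethyl-H3K9 detected by AlphaScreen using anti-H3K9me1 antibody.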
Pol eta inh = blocks human DNA polymerase eta activity. Q9Y253. recombinant Pol eta, fluorescent DNA replication assay. Potency, µM (doses to about 114 µM), for inactives: at the top dose activity change, negative = inhibition, usual class: inhibitors. 1.2% of 390,000 active. AID 588591; also: % is scaled to controls: 0 for no effect and ±100 for the full control effect
Target sequence (Q9Y253 whole entry, looked up): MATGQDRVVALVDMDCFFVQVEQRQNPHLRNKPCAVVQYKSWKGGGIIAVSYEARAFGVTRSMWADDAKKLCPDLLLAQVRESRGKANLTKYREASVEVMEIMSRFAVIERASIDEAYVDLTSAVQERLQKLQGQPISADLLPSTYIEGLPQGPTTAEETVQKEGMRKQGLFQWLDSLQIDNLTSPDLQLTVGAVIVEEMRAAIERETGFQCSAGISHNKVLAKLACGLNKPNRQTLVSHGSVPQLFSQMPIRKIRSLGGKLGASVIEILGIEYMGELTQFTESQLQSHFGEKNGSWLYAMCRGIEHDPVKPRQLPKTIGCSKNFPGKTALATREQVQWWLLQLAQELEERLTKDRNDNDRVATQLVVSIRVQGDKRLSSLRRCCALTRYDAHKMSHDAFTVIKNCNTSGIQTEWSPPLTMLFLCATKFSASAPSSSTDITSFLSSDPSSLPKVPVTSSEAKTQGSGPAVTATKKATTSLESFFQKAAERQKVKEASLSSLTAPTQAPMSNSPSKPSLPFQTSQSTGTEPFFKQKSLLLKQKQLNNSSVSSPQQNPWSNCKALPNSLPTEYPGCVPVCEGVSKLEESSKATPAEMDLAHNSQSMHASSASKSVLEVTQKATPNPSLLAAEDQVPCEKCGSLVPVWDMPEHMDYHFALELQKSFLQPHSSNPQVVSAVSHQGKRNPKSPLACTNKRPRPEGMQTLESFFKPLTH
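Pol eta (10 nM) was preincubated with compounds for 15 min at room temperature, after which fluorescent replication substrate (50 nM final) was added to start the reaction. Fluorescence was read kinetically at 0 and 10 min.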
BAZ2B block = blocks human BAZ2B; AID 504333; Potency, µM (highest dose often 114 µM), inactives show top-dose activity change, negative = inhibition, usual class: inhibitors; 4.4% of 360,000 active; Q9UIF8; AlphaScreen BAZ2B-H3K14Ac peptide displacement; also: % is scaled to controls: 0 for no effect and ±100 for the full control effect; nearly all actives have a fitted effect of over 60% in size
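Protein-peptide AlphaScreen: BAZ2B 50 nM, b-H3K14Ac 50 nM, 1x PBS pH 7.4 + 0.01% Tween-20. Preincubation 30 min RT; cpd 30 min RT (top 110 uM); beads 20 min RT, light-protected.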
JMJD2A Tudor = JMJD2A Tudor domain (human) inhibition; Potency, µM (doses to about 114 µM), for inactives: at the top dose activity change, negative = inhibition, hits mostly inhibitors; 4.4% of 390,000 active; AlphaScreen JMJD2A-Tudor / H3K4me3 peptide binding; O75164; also: % is scaled to controls: 0 for no effect and ±100 for the full control effect; nearly all actives have a fitted effect of over 50% in size
BLM helicase inh = Bloom syndrome helicase (human) inhibition. P54132. recombinant BLM DNA unwinding, fluorescence dequenching. Potency, µM (highest dose often 56.1 µM), for inactives: top-dose activity change, negative = inhibition, most hits filed as inhibitors. 0.2% of 350,000 active;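 also: plate controls were vehicle for no effect and no enzyme for full effect; nearly all actives have a fitted effect of over 35% in size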
Pol beta inh = DNA polymerase beta (human) inhibition; AID 485314; Pol beta primer extension/strand displacement, fluorescence kinetic; 1.3% of 340,000 active; Potency, µM (top dose mostly 114 µM), inactives show at the highest dose activity change, negative = inhibition, most hits filed as inhibitors; also: % is scaled to controls: 0 for no effect and ±100 for the full control effect
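Human Pol beta at 10 nM; strand-displacement substrate 50 nM final. Compound exposure 15 min at room temperature before start, reaction 10 min at room temperature.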
POLK inh = blocks human DNA polymerase kappa activity. purified Pol kappa, fluorescent DNA synthesis assay, 10 min. Potency, µM (titrated, usually from 107 µM), without a hit: at the top dose activity, negative = inhibition, usual class: inhibitors. 0.53% of 400,000 active. AID 588579; also: % is scaled to controls: 0 for no effect and ±100 for the full control effect
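Inhibition of 10 nM Pol kappa is measured by a fluorescent read-out at 0 and 10 min following addition of 50 nM substrate (final), with a 15-min room-temperature compound preincubation.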
Pol iota inh = blocks human DNA polymerase iota activity; Q9UNA4; Pol iota fluorescent replication assay, 10 min; Potency, µM (highest dose often 115 µM), without a hit: at the highest dose activity, negative = inhibition, usual class: inhibitors; 1% of 390,000 active
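Pol iota at 10 nM preincubated 15 min with compounds at room temperature; reaction started with fluorescent substrate, 50 nM final. Fluorescence read kinetically at 0 and 10 min; buffer-only wells as negative control.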
APE1 inh = blocks human APE1 abasic DNA cleavage. P27695. recombinant APE1, TAMRA/BHQ-2 abasic DNA cleavage fluorescence. Potency, µM (doses to about 65.8 µM), without a hit: top-dose activity change, negative = inhibition, most hits filed as inhibitors. 0.35% of 350,000 active;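 also: plate controls were vehicle for no effect and reference inhibitor for full effect; nearly all actives have a fitted effect of over 55% in size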
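Endonuclease cleavage of a quenched abasic-site DNA duplex (50 nM) by APE1 (0.75 nM) was tracked by TAMRA dequenching. Compounds were preincubated with enzyme 15 min at room temperature; data normalized to buffer-only and DMSO wells plus NSC13755 control.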
* hit, by the source's call; ? = inconclusive; . = no result given; [ ] = another dose, or the depositor's remark. Calls follow the shape of the dose curve; as a rule, active = well fitted curve in the direction sought with a large enough effect; inconclusive = small, poorly fitted or top-dose-only effect, or another doubt; inactive = no such curve, though single readings can be large; an effect the other way counts as inactive or inconclusive. Potency is read from the fitted curve at half-maximal effect.

SMILES | G9a block | Pol eta inh | BAZ2B block | JMJD2A Tudor | BLM helicase inh | Pol beta inh | POLK inh | Pol iota inh | APE1 inh
O=C(c1ccco1)N1CCCC(Nc2ccc3c(c2)OCCO3)C1 (stereo not given) | . | -18% | ? | -26% | -1% | 51% | -5% | 18% | 5%
CC(C)(C)c1ccc(CSc2nc(N)cc(=O)[nH]2)cc1 | 22%[0.501 µM] | -15% | -13% | -25% | -2% | 15% | -13% | 32% | 1%
CC1CCN(C(=O)COc2cccc3c2CCN(Cc2ccccc2)C3=O)CC1 | -32% | -1% | 1% | -10% | -15% | 18% | -5% | 16% | 1%
CCn1c(CC(=O)Nc2cccc(OC)c2)nnc1SCC(=O)N1CCN(c2ccccc2)CC1 | 13µM* | -8% | -28% | -25% | -3% | -25% | -12% | -19% | 0%
CCCC1c2ccc(C)n2CCN1C(=O)Nc1ccc(F)cc1 (stereo not given) | -34%[59 µM] | -11% | -3% | -25% | -2% | -1% | -11% | -7% | -3%
COC(=O)CCN(C(=O)c1ccc(OC(C)=O)cc1)c1ccccn1 | -40% | -13% | 5% | -13% | -1% | 9% | 0% | -1% | 1%
Cc1ccccc1NC(=S)NCCc1ccccn1 | 38%[0.501 µM] | 0% | -1% | -26% | 0% | 1% | -11% | 2% | 0%
Cc1cccc(C)c1OCCSc1n[nH]c(N)n1 | -6% | -24% | 7% | 6% | -2% | 6% | 0% | 6% | -2%
Clc1ccc(CSc2nncn2-c2ccccn2)cc1 | 4%[59 µM] | -13% | -4% | 4% | -6% | 0% | 3% | -2% | 0%
CC1CN(Cc2nc3c(c(=O)n(C)c(=O)n3C)n2Cc2ccccc2)CC(C)O1 (stereo not given) | -23% | -8% | 0% | 0% | 1% | 8% | -3% | ? | 3%
O=C(CSc1nc(N2CCOCC2)nc(N2CCOCC2)n1)Nc1ccccc1F | ? | -7% | -32% | -16% | -2% | 6% | -6% | -18% | 33%
C(=NOCCc1ccccc1)c1ccccn1 | . | -12% | . | 18% | . | . | -9% | 23% | .
Cc1ccc(N(C)S(=O)(=O)c2nnc(NC(=O)CC(C)C)s2)cc1 | 9%[59 µM] | -17% | 14% | 12% | -1% | 8% | 2% | 17% | .
O=C(NCc1ccccn1)c1ccc(Br)s1 | ? | -12% | 11% | -16% | 1% | -1% | 2% | -9% | 0%
O=C1/C(=C/c2ccccc2)CCC1C1CCCC1 (stereo not given) | 12%[59 µM] | -3% | -4% | 17% | 3% | 9% | -17% | 2% | -6%
COc1ccc(F)cc1C(=O)C1CCCN(C(=O)c2ccc(C(C)=O)s2)C1 (stereo not given) | ? | -1% | -10% | -11% | -3% | 8% | -6% | -10% | -20%
Cc1ncc([N+](=O)[O-])n1CCOC(=O)C12CC3CC(CC(C3)C1)C2 | -25% | -14% | -32% | -1% | -2% | -2% | -2% | 84%[activator] | 8%
CCc1ccc(NC(=O)CSc2nc(=O)n(CCCN3CCOCC3)c3c2CCC3)cc1 | -1% | -15% | -5% | -7% | . | . | -13% | 52%[activator] | 1%
CCOc1ccc2nc(NC(=O)c3ccccn3)sc2c1 | 41%[12.7 µM] | -11% | 5% | -16% | -3% | 24% | -1% | 14% | ?
Cc1ccccc1S(=O)(=O)Cc1ccc(C(=O)NCc2ccccc2Cl)o1 | 4%[59 µM] | -4% | -8% | -19% | 0% | 0% | -4% | 18% | .
Cc1ccc(Cn2ccc(NC(=O)c3cc(C4CC4)on3)n2)cc1 | 6% | -20% | -8% | -6% | -8% | -30% | -23% | -8% | -6%
CCC1(C)Cc2nc3sc(C(=O)O)c(N)c3cc2CO1 (stereo not given) | 3.5µM* | -6% | 0% | 50µM* | -14% | -1% | -9% | 27% | 12%
O=C1CC(c2ccccc2)CC(O)=C1C=NCc1ccc(Cl)c(Cl)c1 (stereo not given) | 43%[12.7 µM] | -13% | -1% | -12% | -2% | 17% | -1% | -3% | -2%
Cn1cccc1/C=C1/SC(=O)N(CC(=O)N2CCCC2)C1=O | ? | -11% | -13% | -28% | -8% | 29% | 1% | 108%[activator] | 1%
CCOc1cc(N2CCOCC2)c(OCC)cc1NC(=O)c1ccc(C)cc1 | ? | -29% | -37% | -28% | 6% | -1% | 1% | 111%[activator] | -3%
CC(Sc1nnc(-c2ccncc2)n1C)C(=O)NCC1CCCO1 (stereo not given) | 0% | -3% | -3% | -16% | . | . | -13% | -2% | -11%
CCOC(=O)N1CCN(c2cc(=O)n(-c3ccccc3Cl)c(=O)[nH]2)CC1 | ? | -2% | 2% | -11% | 4% | -20% | -13% | -1% | -3%
Cc1ccc2nc3c(cc(C(=O)NC4CCCC4)c(=N)n3CCCn3ccnc3)c(=O)n2c1 | -4% | . | -14% | . | -1% | -20% | . | . | -2%
COC(=O)c1c(-c2cccc(C)c2)csc1N | ? | -9% | ? | ? | -2% | -1% | -10% | 20% | -3%
Cc1c(C(=O)OCC(=O)N(C)C2CCS(=O)(=O)C2)oc2ccc(Br)cc12 (stereo not given) | 6% | -12% | -23% | -2% | 4% | -3% | -11% | 4% | 9%
CC(=O)Nc1cccc(-c2nnc(SCC(=O)n3c4c(c5ccccc53)CCCC4)n2C)c1 | ? | ? | -11% | -17%[57.1 µM] | -7% | -5% | -4% | 14% | 18%
O=C(c1ccc2c(c1)N(Cc1ccc(Cl)cc1)C(=O)c1ccccc1S2=O)N1CCCCC1 (stereo not given) | 3%[59 µM] | -14% | -17% | -10% | -7% | -16% | 5% | 21% | .
Cc1c(CCCl)c(Cl)n2c(nc3ccccc32)c1C#N | . | ? | . | -10% | . | . | -2% | 2% | .
CCOCCc1nn2c(=O)cc(COC(=O)c3ccccc3NC(=O)CC(C)C)nc2s1 | 12%[12.7 µM] | -8% | -5% | -3% | -1% | 2% | -9%[60.1 µM] | 18% | .
Cc1ccc(N(CC(=O)NCC2CCCO2)C(=O)CCC(=O)Nc2nccs2)cc1 (stereo not given) | -3%[59 µM] | -4% | 4% | -13% | -1% | 81% | 4% | 56%[activator] | 24%[12.4 µM]
Cc1ccc([N+](=O)[O-])c(C(=O)Nc2cccnc2Cl)c1 | 31% | 0% | -5% | -11% | -6% | 0% | -10% | 22% | 16%

Single records (already shown).
Cn1cccc1/C=C1/SC(=O)N(CC(=O)N2CCCC2)C1=O across the screens: G9a block = ?; Pol eta inh = -11%; BAZ2B block = -13%; JMJD2A Tudor = -28%; BLM helicase inh = -8%; Pol beta inh = 29%; POLK inh = 1%; Pol iota inh = 108%[activator]; APE1 inh = 1%
C(=NOCCc1ccccc1)c1ccccn1 across the screens: G9a block = .; Pol eta inh = -12%; BAZ2B block = .; JMJD2A Tudor = 18%; BLM helicase inh = .; Pol beta inh = .; POLK inh = -9%; Pol iota inh = 23%; APE1 inh = .

Reformatted: entries from further up
> COC(=O)c1c(-c2cccc(C)c2)csc1N
  G9a block: ?	Pol eta inh: -9%	BAZ2B block: ?	JMJD2A Tudor: ?	BLM helicase inh: -2%	Pol beta inh: -1%	POLK inh: -10%	Pol iota inh: 20%	APE1 inh: -3%

> Cc1c(CCCl)c(Cl)n2c(nc3ccccc32)c1C#N
  G9a block: .	Pol eta inh: ?	BAZ2B block: .	JMJD2A Tudor: -10%	BLM helicase inh: .	Pol beta inh: .	POLK inh: -2%	Pol iota inh: 2%	APE1 inh: .

(next part)
SMILES | G9a block | Pol eta inh | BAZ2B block | JMJD2A Tudor | BLM helicase inh | Pol beta inh | POLK inh | Pol iota inh | APE1 inh
COc1cc(S(=O)(=O)N2CCOCC2)ccc1NC(=O)COC(=O)c1ccccn1 | -22%[12.7 µM] | -7% | ? | -19% | -2% | 33% | 6% | -6% | -3%
CC1SC(=NC(=O)C(C)N2C(=O)c3ccccc3C2=O)NC1=O (stereo not given) | ? | -6% | 8% | 5% | 4% | 7% | 0% | -6% | 8%
COc1cccc(/C=N/Nc2ncnc(Cl)c2N)c1O | 54%[activator][59 µM] | ? | 7.9µM* | -27% | -12% | -3% | -17% | 12% | -4%
CCOC(=O)c1oc2ccccc2c1NC(=O)CCl | 3%[59 µM] | -2% | 0% | -8% | -5% | 0% | -2% | ? | -1%

These rows are one share of the data (hit frequency here may not be typical).
